Screening data from PubChem.
EBNA-1 inh = EBNA-1 DNA-binding inhibitors, primary screen, biochemical, fluorescence polarization | inhibition, % at 14.8 µM | actives 0.34% (n = 300,000); in the data active means inhibition above about 28%
GSTO1 counter = inhibitors of recombinant GSTO1, primary screen, counter-screen for RBBP9 inhibitor project, biochemical, fluorescence polarization; Glutathione S-transferase omega-1 (Homo sapiens), P78417; activity-based probe fluorescence polarization; inhibition, % at 5.96 µM; actives 1.1% (n = 300,000); AID 1974, 2009;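 active means inhibition above the campaign mean inhibition plus 3 SD, cut at about 35% in these data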;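 further: 0% = GSTO1-1 with DMSO and 100% = wells lacking GSTO1-1 enzyme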
PAD4 FP inh = human PAD4 inhibitors, primary screen, biochemical, fluorescence polarization, 1536-well format. recombinant PAD4, RCA probe fluorescence polarization. inhibition, % at 6.36 µM. actives 0.41% (n = 330,000). AID 485272, 2010;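 active means percent inhibition above a cutoff equal to the mean of all tested compounds plus 3 SD, cut at about 15% in these data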;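 further: 0% = PAD4 with RCA probe and DMSO and 100% = probe without PAD4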
Target sequence (Q9UM07 whole entry, looked up): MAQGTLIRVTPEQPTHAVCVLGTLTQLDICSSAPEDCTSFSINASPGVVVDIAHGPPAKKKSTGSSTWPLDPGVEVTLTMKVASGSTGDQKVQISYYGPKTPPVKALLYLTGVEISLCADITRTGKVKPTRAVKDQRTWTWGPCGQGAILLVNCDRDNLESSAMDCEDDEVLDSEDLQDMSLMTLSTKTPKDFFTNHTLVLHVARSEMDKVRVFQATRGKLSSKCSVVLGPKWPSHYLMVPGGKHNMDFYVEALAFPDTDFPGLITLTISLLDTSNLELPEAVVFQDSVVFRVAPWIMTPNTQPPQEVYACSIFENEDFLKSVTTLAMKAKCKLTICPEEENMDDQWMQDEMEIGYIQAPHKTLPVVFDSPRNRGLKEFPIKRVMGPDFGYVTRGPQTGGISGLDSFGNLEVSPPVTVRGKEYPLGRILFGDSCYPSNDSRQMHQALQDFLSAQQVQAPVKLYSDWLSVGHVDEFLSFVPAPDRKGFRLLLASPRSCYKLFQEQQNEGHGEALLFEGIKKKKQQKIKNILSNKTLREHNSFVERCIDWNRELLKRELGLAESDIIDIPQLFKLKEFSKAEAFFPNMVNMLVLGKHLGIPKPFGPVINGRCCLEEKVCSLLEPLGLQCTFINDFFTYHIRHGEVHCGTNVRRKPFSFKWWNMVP
PREPL inhibitor = PREPL enzyme inhibitors, primary screen, biochemical, fluorescence polarization; Prolyl endopeptidase-like (Homo sapiens), Q4J6C6; recombinant PREPL, fluorescence polarization activity-based probe; inhibition, % at 5.96 µM; actives 0.68% (n = 320,000); AID 2751, 2010; in the data active means inhibition above about 43%;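 further: 0% = enzyme with DMSO and 100% = wells lacking enzyme; many of its hits are not listed in these tables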
LYPLA1 inh = LYPLA1 inhibitors, primary screen, counter-screen for PME1 inhibitor project, biochemical, fluorescence polarization, FP-Rh probe ABPP | inhibition, % at 5.9 µM | Acyl-protein thioesterase 1 (Homo sapiens), O75608 | AID 2174, 2009 | recombinant LYPLA1 | actives 0.16% (n = 320,000);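 active means inhibition above the mean of all tested compounds plus 3 SD, set per campaign, cut at about 14% in these data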;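 further: inhibitors block serine hydrolase probe labeling of LYPLA1 so polarization falls; 0% = enzyme with DMSO and 100% = wells lacking LYPLA1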
LYPLA2 counter = LYPLA2 inhibitors, primary screen, counter-screen for PME1 inhibitor project, biochemical, fluorescence polarization, FP-Rh probe ABPP; inhibition, % at 5.9 µM; actives 0.38% (n = 320,000); recombinant LYPLA2;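 active means inhibition above the screen-wide mean plus 3 SD, limit set per campaign, cut at about 26% in these data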;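 further: 0% = LYPLA2 with DMSO and 100% = wells lacking LYPLA2 enzyme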
Target sequence (O95372 whole entry, looked up): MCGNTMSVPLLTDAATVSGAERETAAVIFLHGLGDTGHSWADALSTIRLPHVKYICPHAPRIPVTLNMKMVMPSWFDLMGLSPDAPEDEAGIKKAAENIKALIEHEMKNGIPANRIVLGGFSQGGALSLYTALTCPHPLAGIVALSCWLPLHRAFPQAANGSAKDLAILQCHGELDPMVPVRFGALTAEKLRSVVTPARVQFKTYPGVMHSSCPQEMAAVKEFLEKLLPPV
ZTA counter = ZTA (EBV) inhibition in EBNA-1 counter-screen; P03206; AID 2234; actives 0.15% (n = 320,000); ZTA-DNA binding, fluorescence polarization; inhibition, % at 11 µM; in the data active means inhibition above about 33%
PAFAH2 FP inh = PAFAH2 enzyme inhibitors, primary screen, biochemical, fluorescence polarization, human. Platelet-activating factor acetylhydrolase 2, cytoplasmic (Homo sapiens), Q99487. inhibition, % at 3.39 µM. recombinant PAFAH2, FP-rhodamine activity probe. actives 0.99% (n = 340,000);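 active means inhibition above the mean over all tested compounds plus 3 SD, cut at about 30% in these data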;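 further: inhibitors block probe labeling of enzyme so polarization drops; 0% = enzyme with DMSO and 100% = wells lacking PAFAH2 protein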
PAFAH1B3 inh = PAFAH1B3 enzyme inhibitors, primary screen, biochemical, fluorescence polarization, human; recombinant PAFAH1B3, FP-rhodamine probe; AID 492972, 2010; inhibition, % at 3.39 µM; actives 0.28% (n = 340,000); Platelet-activating factor acetylhydrolase IB subunit alpha1 (Homo sapiens), Q15102;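 active means inhibition above the screen-wide average of all tested compounds plus 3 SD, cut at about 25% in these data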;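 further: 0% = enzyme with DMSO only and 100% = wells lacking PAFAH1B3 protein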
* = called active by the depositor; x = no result given. Not all compounds are listed; count on the stated rates, not on these rows.

SMILES	EBNA-1 inh	GSTO1 counter	PAD4 FP inh	PREPL inhibitor	LYPLA1 inh	LYPLA2 counter	ZTA counter	PAFAH2 FP inh	PAFAH1B3 inh
OCC1(Cc2cccc(Cl)c2)CCCN(Cc2ccc(F)c(F)c2)C1 (configuration not stated)	-4	1	-3	1	-3	-6	-4	4	5
COCCCNC(=O)C1CC(=O)N(CCc2ccccc2)C1 (configuration not stated)	14	4	-6	5	-1	2	11	-4	0
Cc1cccc(Nc2c([N+](=O)[O-])c(=O)oc3ccccc23)c1	-4	-46	-1	-2	3	12	4	4	15
CCCCC(=O)NC(Nc1nc(C2CC2)cs1)(C(=O)OCC)C(F)(F)F (configuration not stated)	3	1	-5	-3	6	7	6	0	1
CCC(CC)C(=O)Nc1cccc(C(=O)c2ccccc2)c1	2	4	8	7	-1	-2	-7	-5	0
COC(=O)c1ccc(N(C(=O)CNC(=O)c2ccco2)C(C(=O)NCC2CCCO2)c2ccc(OC)c(OC)c2)cc1 (configuration not stated)	3	3	-4	3	-1	4	6	-4	10
CCOCCCNC(=O)C1CCCN(S(=O)(=O)CC)C1 (configuration not stated)	-2	-5	-5	8	-1	1	1	-2	4
CCC(=O)NC(Nc1sc2c(c1C(=O)OC)CCN(C)C2)(C(F)(F)F)C(F)(F)F	10	-2	1	3	0	-7	18	0	3
COC(=O)Cc1cc(=O)oc2cc(OC)ccc12	5	-2	-4	0	-1	3	-1	-1	1
O=C(Nc1cc(S(=O)(=O)N2CCCCC2)ccc1N1CCCCC1)C1CC1	1	3	1	-11	1	-2	-4	4	5

No new results follow: 4 of the compounds above.
SMILES	EBNA-1 inh	GSTO1 counter	PAD4 FP inh	PREPL inhibitor	LYPLA1 inh	LYPLA2 counter	ZTA counter	PAFAH2 FP inh	PAFAH1B3 inh
CCOCCCNC(=O)C1CCCN(S(=O)(=O)CC)C1 (configuration not stated)	-2	-5	-5	8	-1	1	1	-2	4
CCC(=O)NC(Nc1sc2c(c1C(=O)OC)CCN(C)C2)(C(F)(F)F)C(F)(F)F	10	-2	1	3	0	-7	18	0	3
COC(=O)Cc1cc(=O)oc2cc(OC)ccc12	5	-2	-4	0	-1	3	-1	-1	1
O=C(Nc1cc(S(=O)(=O)N2CCCCC2)ccc1N1CCCCC1)C1CC1	1	3	1	-11	1	-2	-4	4	5

The listing continues:
SMILES	EBNA-1 inh	GSTO1 counter	PAD4 FP inh	PREPL inhibitor	LYPLA1 inh	LYPLA2 counter	ZTA counter	PAFAH2 FP inh	PAFAH1B3 inh
Cc1ccc(OCC(=O)N(C)CC(=O)N(CC(C)C)c2c(N)n(CC(C)C)c(=O)[nH]c2=O)c(C)c1	5	3	10	1	1	1	5	-9	2
COCCC(=O)NC12CC3CC(CC(C3)C1)C2	-10	10	3	7	1	-4	13	9	5
Cc1ccc(S(=O)(=O)c2cccc(S(=O)(=O)N3CCOCC3)c2)cc1S(=O)(=O)N1CCOCC1	-13	1	-15	9	-3	-2	2	2	-5
Cn1c(CCNC(=O)c2cccs2)nnc1SCC(=O)Nc1nc(-c2ccccc2)cs1	11	-1	1	-7	1	-2	12	0	-7
Cc1ccc(O)c(N=CC2=C(O)c3ccccc3C2=O)c1	-2	68*	4	27	0	-4	-2	5	12
CCOC(=O)N1CCN(C(=S)NC2CCCC2)CC1	-6	-2	0	-5	0	12	2	15	-3
O=C(NC12CC3CC(CC(C3)C1)C2)N1CCN(c2ccccn2)CC1	6	4	-1	1	1	0	16	9	-4
CC(C)(C)c1cccc(Oc2nn[nH]n2)c1	1	11	-4	3	-6	-4	-4	6	10
COC(=O)C1CC(Cl)CN1c1ncc(C(F)(F)F)cc1Cl (configuration not stated)	5	8	-1	-1	-4	-1	1	2	6
O=C(Cc1c(Cl)cccc1Cl)NC1=NCCS1	-8	2	4	0	-2	-6	-9	0	-1
CC1CCCCN1S(=O)(=O)c1cccc2cccnc12 (configuration not stated)	-10	11	3	-5	0	-10	-24	2	7
CN(C)Cc1c(O)ccc2[nH]cnc12	-1	10	-6	2	-2	2	3	5	5
CCOc1ccc(-n2c(=O)c3c4c(sc3n(CC(=O)NCC3CCCO3)c2=O)CCC4)cc1 (configuration not stated)	4	-4	-3	-6	-1	3	5	-7	-1
CCNC(=O)C(Sc1ccccc1)c1ccccc1 (configuration not stated)	-1	-2	-2	-5	-1	-2	4	8	-1
Cc1cc(C)c2c(n1)SCC(=O)N2CC(=O)Nc1c(C)cccc1C	0	1	3	4	1	-2	0	-2	-1
Cc1cccc(NC(=O)CSc2nc(-c3ccccc3)c(C#N)c(=O)[nH]2)c1C	12	-3	0	5	-1	-1	11	7	1
CN(C)c1cccc(/C=C(\C#N)c2ccccc2)c1	4	-3	-7	-9	2	-2	-14	-5	8
COc1ccccc1NC(=O)c1nnn(Cc2ccccc2)c1NC(C)=O	-8	4	2	13	-1	-3	-20	-1	2
CC(OC(=O)CNC(=O)C1CCCCC1)C(=O)NCc1ccccc1 (configuration not stated)	x	x	-7	14	x	x	x	-3	8
Cc1ccc(C(=O)NCCCNC(=O)c2ccco2)cn1	12	5	-5	13	2	3	0	14	-2
OC(CNCc1ccccc1F)(c1ccc(F)cc1)c1ccc(F)cc1	4	-1	0	-7	1	3	-8	-2	7
O=C(COc1ccccc1)NCC(=O)N1CCCCCC1	x	x	1	13	3	10	-11	1	8
c1ccc(N=Nc2ccc3cccccc2-3)cc1	-3	-3	-2	18	2	6	-9	4	0
C/C(=N\Nc1cc(C(F)(F)F)ccc1Cl)c1ccncc1	-13	0	-1	9	-3	0	9	-3	-1
O=C(O)c1ccc(Cn2c(=S)[nH]c3cc(Cl)ccc3c2=O)cc1	7	4	0	2	-4	0	14	1	5
COc1cc(C(=O)Nc2nnc(C)s2)cc(OC)c1OC	1	-3	9	4	0	6	0	0	-5
COCCNC(=O)C/C(C)=N/NC(=O)C(=O)NC1CCCCC1	5	-6	-1	1	-1	-6	-5	3	6
CC#CC[N+](C)(C)CCCCCCCCCCCC	-8	5	2	17	-3	3	-14	6	8
O=C(CN1C(=O)c2cccc3cccc1c23)N1CCN(c2cccc(Cl)c2)CC1	2	-4	0	-1	1	-2	7	4	8
O=C(O)/C=C\C(=O)Nc1ccc(N2CCN(c3ccc(Cl)c(Cl)c3)CC2)cc1	-16	28	-3	44*	-4	-1	-17	5	10

Filtered by structure, those above containing a cyano group (2)
SMILES	EBNA-1 inh	GSTO1 counter	PAD4 FP inh	PREPL inhibitor	LYPLA1 inh	LYPLA2 counter	ZTA counter	PAFAH2 FP inh	PAFAH1B3 inh
Cc1cccc(NC(=O)CSc2nc(-c3ccccc3)c(C#N)c(=O)[nH]2)c1C	12	-3	0	5	-1	-1	11	7	1
CN(C)c1cccc(/C=C(\C#N)c2ccccc2)c1	4	-3	-7	-9	2	-2	-14	-5	8

Further results follow:
SMILES	EBNA-1 inh	GSTO1 counter	PAD4 FP inh	PREPL inhibitor	LYPLA1 inh	LYPLA2 counter	ZTA counter	PAFAH2 FP inh	PAFAH1B3 inh
Cc1[nH]c(=O)[nH]c(=O)c1NC(=O)c1cccs1	-2	1	3	1	2	2	0	-5	-2
C=CCOC(=O)C1=C[C@H](c2ccccc2)[C@@H](CCCO)[C@H](OCC)O1	-7	-1	2	6	-3	-4	0	-1	-7
CCN1CCc2nc3sc(C(=O)Nc4cccnc4Cl)c(N)c3cc2C1	-1	19	-2	32	-2	-5	1	9	1
O=C(O)CCn1c(SCc2cccc3ccccc23)nc2ccccc21	6	0	3	4	4	4	5	-2	4
CCOC(=O)c1[nH]c2ccccc2c1NC(=O)CN(C)C	-13	-4	-6	0	0	-3	-9	4	7
COc1cc(/C(C)=N/NC(=O)CSc2nc3ccccc3[nH]2)ccc1O	-7	11	1	4	5	7	-13	1	4
CCC(=O)Oc1ccc2c(C)cc(=O)oc2c1C	5	3	-1	0	-3	-1	7	4	-4
Cc1ccc(C#N)c(SCc2ccccc2[N+](=O)[O-])n1	5	-3	2	-9	-1	10	16	4	9
CC(=O)c1cccc(OCc2cc(C(=O)N3CCC(N4CCCCC4)CC3)no2)c1	-7	0	-1	1	-2	-3	-14	0	-2
CSCc1ccc(C(=O)NCc2ccccc2)cc1	6	8	-2	7	3	1	-5	-5	4
CCOCCCNC(=O)c1cn(CC(C)C)c(=O)c2c1c1ccccc1n2C	-14	1	2	2	0	-4	-8	-5	11
CN(CCOc1ccccc1)CC(=O)Nc1cccc(C#N)c1	5	4	0	-16	-3	-2	6	1	1

An excerpt from above in order of length of the SMILES, falling:
SMILES	EBNA-1 inh	GSTO1 counter	PAD4 FP inh	PREPL inhibitor	LYPLA1 inh	LYPLA2 counter	ZTA counter	PAFAH2 FP inh	PAFAH1B3 inh
CC(=O)c1cccc(OCc2cc(C(=O)N3CCC(N4CCCCC4)CC3)no2)c1	-7	0	-1	1	-2	-3	-14	0	-2
COc1cc(/C(C)=N/NC(=O)CSc2nc3ccccc3[nH]2)ccc1O	-7	11	1	4	5	7	-13	1	4
CCOCCCNC(=O)c1cn(CC(C)C)c(=O)c2c1c1ccccc1n2C	-14	1	2	2	0	-4	-8	-5	11
CN(CCOc1ccccc1)CC(=O)Nc1cccc(C#N)c1	5	4	0	-16	-3	-2	6	1	1
